From PubChem BioAssay
PostGolgi ctrl: growth inhibition of yeast control strain, primary screen, counter-screen for post-Golgi transport modulator project. efflux-deficient yeast background strain, growth absorbance A615, 16 h. inhibition, % at 10 µM. 5% of 98,000 active. AID 738, 2007; in the data active = inhibition above about 30%
Fibroblast inh: antiproliferative effect on LL 47 fibroblasts – human, LL 47 cells, CellTiter-Glo luminescence, primary screen; LL 47 human lung fibroblast viability, ATP luminescence; hits give low values; viability, % at 10 µM; 1.1% of 85,000 active;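 active = viability at or below 50% in the single dose screen; inactive = viability above 50%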;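 note: compound exposure lasted 72 h before the ATP readout; 100% = median luminescence of untreated cell-only wells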
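Times – overnight cell rest, 72 h compound treatment at 37 °C · Test system – human lung fibroblast line LL 47, low passage · Amount – 1,150 cells in each well · Controls – cell-only wells, no compound · Doses – 0.1% DMSO in all compound wells · Measured by – CellTiter-Glo luminescence · Buffer or medium – IMEM plus 15% FBS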
sEH act: soluble epoxide hydrolase activators, primary screen, biochemical, human sEH; Bifunctional epoxide hydrolase 2 (Homo sapiens), P34913; purified human sEH enzymatic activity, activator screen; activation, % at 2 µM; 0.04% of 91,000 active; AID 717, 2007; in the data active = activation above about 37%; note: values of inactives mirror those of a sister screen read the other way
Target sequence (P34913 whole entry, looked up): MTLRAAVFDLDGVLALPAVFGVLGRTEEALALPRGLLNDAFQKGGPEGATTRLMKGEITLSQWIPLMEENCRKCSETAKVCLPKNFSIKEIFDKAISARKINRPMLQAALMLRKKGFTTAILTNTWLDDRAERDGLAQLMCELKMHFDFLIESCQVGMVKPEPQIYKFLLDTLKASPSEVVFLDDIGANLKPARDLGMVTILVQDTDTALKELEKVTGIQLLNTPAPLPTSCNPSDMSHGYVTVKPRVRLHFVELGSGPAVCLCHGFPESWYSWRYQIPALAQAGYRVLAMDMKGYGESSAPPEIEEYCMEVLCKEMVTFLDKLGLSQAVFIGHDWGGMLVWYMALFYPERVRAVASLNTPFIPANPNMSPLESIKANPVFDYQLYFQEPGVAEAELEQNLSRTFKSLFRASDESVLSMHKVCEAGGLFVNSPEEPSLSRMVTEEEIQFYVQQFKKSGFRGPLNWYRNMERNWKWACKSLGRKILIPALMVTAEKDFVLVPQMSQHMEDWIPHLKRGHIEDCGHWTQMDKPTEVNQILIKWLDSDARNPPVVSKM
H69AR inhibit: proliferation blockers of H69AR lung cancer cells, primary screen, cell-based, human, 86K library; H69AR lung tumor viability, ATP luminescence, 72 h; hits give low values; viability, % at 10 µM; 6% of 85,000 active; AID 598, 2007;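 active = viability at or below 40%; inactive = viability above 40%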;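 note: multidrug resistant small cell line overexpressing MRP-1 efflux transporter; 100% = mean luminescence of untreated control wells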
HUVEC inhibit: inhibitors of HUVEC proliferation, primary screen, cell-based, 384-well; CellTiter-Glo luminescence, 72 h; hits give low values; viability, % at 10 µM (by protocol); 1.1% of 86,000 active;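 active = viability at or below 30%; inactive = viability above 30%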;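 note: 100% = median luminescence of DMSO-only cell control wells on each plate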
PTPN22 act: LYP phosphatase activators, primary screen, biochemical, DiFMUP fluorescence, 2 µM | recombinant LYP; 0 = plate median, 100 = signal doubled | activation, % at 2 µM | 0.11% of 96,000 active | AID 697, 2007;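 active = activation at 2 µM above a set limit, the mean plus 5 SD, cut at about 37% in these data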
S1P2 agonist: S1P2 receptor agonists, primary screen, cell-based. S1P2-expressing cell line, agonist reporter read-out. 0.46% of 97,000 active. Sphingosine 1-phosphate receptor 2 (Homo sapiens), O95136. AID 729, 2007. activation, % at 4.5 µM; in the data active = activation above about 16%;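 note: 0% = vehicle low control and 100% = maximal reference agonist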
Target sequence (O95136 whole entry, looked up): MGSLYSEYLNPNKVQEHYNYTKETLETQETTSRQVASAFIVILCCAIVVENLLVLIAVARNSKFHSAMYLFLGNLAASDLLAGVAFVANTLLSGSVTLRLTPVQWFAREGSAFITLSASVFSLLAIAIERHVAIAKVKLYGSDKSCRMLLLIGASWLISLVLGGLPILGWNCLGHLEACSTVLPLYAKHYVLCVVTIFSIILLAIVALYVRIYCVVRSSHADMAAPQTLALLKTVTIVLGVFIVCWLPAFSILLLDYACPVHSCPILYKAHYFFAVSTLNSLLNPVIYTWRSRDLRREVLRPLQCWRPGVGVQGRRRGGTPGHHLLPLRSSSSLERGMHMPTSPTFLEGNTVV
S1P2 blocker: human S1P2 receptor antagonists, primary screen, cell-based; inhibition, % at 5 µM; 0.21% of 97,000 active; cell-based S1P2 antagonist assay, inhibition at 5 uM; Sphingosine 1-phosphate receptor 2 (Homo sapiens), O95136; in the data active = inhibition above about 45%;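 note: CRE beta-lactamase reporter cells expressing human S1P2 stimulated with S1P; 0% = agonist at EC80 alone and 100% = agonist plus reference antagonist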
sEH inhibitor: soluble epoxide hydrolase inhibitors, primary screen, biochemical, human sEH | recombinant human sEH enzymatic activity assay | inhibition, % at 2 µM | 0.34% of 91,000 active; in the data active = inhibition above about 80%; note: values of inactives mirror those of a sister screen read the other way; many of its hits are not listed in these tables
* = called active by the depositor; nt = not tested or not shown.

SMILES	PostGolgi ctrl	Fibroblast inh	sEH act	H69AR inhibit	HUVEC inhibit	PTPN22 act	S1P2 agonist	S1P2 blocker	sEH inhibitor
O=S(=O)(NCc1cccnc1)c1ccccc1	9.3	90.5	2.6	108.4	92.4	-0.1	-0.5	1.4	-4.5
Cc1cc(C)n(CC(O)Cn2ccc3ccccc32)n1 (configuration not stated)	4.2	95.2	12.3	86.8	107.2	15.3	-0.6	-6.2	-14.4
CCOC(=O)c1nc(C)n(-c2cc(Cl)ccc2Cl)n1	-0.8	nt	-15.6	nt	nt	10.6	-11.3	11.8	17.9
Cc1nc(NCCCn2ccnc2)c2ccccc2n1	10.1	92.4	nt	97.2	97.2	nt	nt	nt	nt
COc1cc(C(=O)Nc2ccc(-c3nnc(-c4ccco4)o3)cc2)cc(OC)c1OC	5.5	100.8	-0.2	65.4	81.7	-3.7	-4.0	-11.8	3.6
COc1ccc(S(=O)(=O)N(CC(=O)N2CCN(C)CC2)c2ccc(C)cc2)cc1OC	7.4	98.7	-3.2	91.6	96.2	7.7	-4.7	-9.9	4.1
CCCc1ccc(OCc2ccc(C(=O)N/N=C/c3cccc([N+](=O)[O-])c3)o2)c(OC)c1	14.0	nt	-49.4	nt	nt	0.8	-0.7	18.9	49.8
CCOC(=O)C1CCN(C(=O)Cc2cccs2)CC1	36.0*	109.8	-1.9	100.9	95.8	-11.7	-2.8	-7.7	2.2
Cc1ncoc1C(=O)Nc1ccc2c(c1)OCCO2	3.4	95.0	-1.5	74.5	92.7	3.3	-0.7	16.9	-1.4
O=C(Nc1nccs1)c1cc(N2CCOCC2)nc2ccccc12	33.9*	96.5	2.4	67.6	78.5	3.5	-5.0	-14.1	-2.8
COc1ccc(C2CC(c3ccccc3)Nc3nc(N)nn32)cc1 (configuration not stated)	4.0	103.3	-7.4	98.0	98.2	11.5	-4.6	-11.0	8.9
Cc1ccc(NC(=O)CC2Oc3ccccc3NC2=O)c(C)c1 (configuration not stated)	19.5	101.2	nt	97.0	97.8	0.2	-6.1	10.7	nt
CSc1ccc(S(=O)(=O)Nc2ccc3c(c2)OCCO3)cc1	21.4	104.7	nt	94.9	107.0	nt	nt	nt	nt
O=c1[nH]cnc2scc(-c3ccsc3)c12	10.9	96.7	nt	92.0	97.1	nt	nt	nt	nt
CC(C)CCOCc1nc2sc3c(c2c(=O)[nH]1)CCC(C)C3 (configuration not stated)	13.2	nt	-20.1	nt	nt	-11.9	0.8	-7.1	18.7
CCOC(=O)/C(N=Nc1c(Br)cc(Br)cc1Br)=C(\C)O	11.9	nt	1.6	nt	nt	6.3	4.4	-15.8	1.1
O=C(O)C1C2CCC(C2)C1C(=O)NCc1ccccn1 (configuration not stated)	2.9	94.2	-2.2	nt	102.7	-2.4	-6.5	16.9	2.9
Nc1ccc(NC(=O)c2cccs2)c(Cl)c1	6.9	104.7	9.2	99.3	83.5	2.9	-6.9	10.3	-8.2
CCCS(=O)(=O)N1CCCC(C(=O)NCCCN2CCCC2=O)C1 (configuration not stated)	4.6	106.9	8.8	105.0	103.4	1.4	-5.7	9.7	-11.8
O=C(CCCc1cccs1)N1CCN(S(=O)(=O)c2ccccc2Br)CC1	13.6	98.7	-0.2	66.5	97.2	3.3	-6.7	-10.0	0.3
Cc1ccc(Cl)cc1NC(=O)CSc1nnc(C)n1-c1ccccc1	-0.3	88.2	1.8	81.1	83.5	-8.8	-8.7	0.3	0.3
CCOC(=O)c1c(-c2ccccc2)csc1NC(=O)CSc1nnnn1C	37.9*	89.7	-1.9	68.4	80.0	-3.9	-0.7	0.2	1.4
COc1ccc(/C=c2\sc3nc(-c4ccccc4OC)nn3c2=O)c(OC)c1	-4.3	nt	2.8	nt	nt	-0.4	-7.6	2.4	0.0
N#C/C(=C/c1ccc(N2CCCCC2)o1)c1cccc(F)c1	10.9	82.5	-6.2	41.0	84.6	12.8	-4.2	42.0	4.5
CCOC(=O)C1=C(c2ccccc2)NC(=S)NC1C (configuration not stated)	0.6	nt	3.4	nt	nt	-2.1	-7.6	-0.5	-2.7
SMILES	PostGolgi ctrl	Fibroblast inh	sEH act	H69AR inhibit	HUVEC inhibit	PTPN22 act	S1P2 agonist	S1P2 blocker	sEH inhibitor
CCCCNC(=O)c1cc2n(n1)C(C(F)(F)F)CC(c1ccccc1)N2 (configuration not stated)	34.9*	100.6	nt	99.2	97.7	3.8	-4.3	7.5	nt
CCC(=O)Nc1nc2ccccc2n1Cc1ccccc1	10.8	73.3	nt	87.4	77.1	nt	nt	nt	nt
CCOC(=O)C(=O)Nc1nnc(CCc2ccccc2)s1	nt	102.4	-4.1	97.1	100.5	11.9	-0.8	-9.0	5.5
COc1cc2c(cc1NC(=O)CSc1nnc(COc3ccc(Cl)cc3)n1C)oc1ccccc12	34.5*	89.7	nt	91.3	70.0	-3.9	-8.8	12.8	nt
Cc1ccc(-n2ncc3c(NCC4CCCO4)ncnc32)c(C)c1 (configuration not stated)	4.0	nt	-12.1	nt	nt	-8.2	-4.9	11.3	14.3
CC(=O)Nc1ccc(S(=O)(=O)NCc2ccc3[nH]c(C)cc3c2)cc1	-0.9	95.8	7.0	92.9	88.8	3.9	-2.9	3.7	-8.7
Cc1ccc(S(=O)(=O)NC(=NCC(=O)O)c2ccc(F)cc2)cc1	14.4	109.1	-1.1	85.7	111.3	0.1	-5.5	3.1	0.7
Cc1[nH]c2ccccc2c(=O)c1CN(C)Cc1ccccc1	6.2	96.1	-10.3	88.9	90.9	3.7	-4.7	7.4	11.4
Cc1nnc(Sc2nc3ccccc3o2)c2ccccc12	1.1	93.8	14.8	6.8*	79.6	-7.3	-2.3	-5.5	-17.3
Cc1ccc(Cl)cc1N1CCN(C(=O)Cc2c(C(=O)O)[nH]c3ccccc23)CC1	11.6	102.3	-29.5	75.8	75.4	4.3	-4.8	-12.9	30.8
Cc1cccn2c(=O)c3cc(C(=O)N4CCCc5ccccc54)n(C)c3nc12	nt	87.8	24.1	68.7	89.0	1.8	-1.4	-13.4	-23.4
COc1cc(CN/C(C)=C(\C#N)C(N)=O)cc(OC)c1OC	21.9	92.9	nt	82.9	79.2	nt	nt	nt	nt
CCn1nc(C)cc1Nc1ccccc1	4.8	87.0	-3.1	98.4	83.7	4.6	-3.7	-8.0	3.2
COc1ccc(C2/C(=C(/O)c3ccccc3)C(=O)C(=O)N2CC(C)O)c(OC)c1 (configuration not stated)	-4.9	96.4	5.6	91.9	89.4	5.4	-6.3	30.2	-5.3
Cc1nc(C)c(C(=O)N/N=C/c2cn(C)c3ccccc23)s1	7.1	nt	-6.3	nt	nt	-0.9	-2.8	-4.3	7.0
O=C(c1cc(-c2cccs2)on1)N1CCN(C(c2ccccc2)c2ccccc2)CC1	4.3	92.6	-0.6	98.7	110.2	-8.5	-9.3	-3.3	-1.7
CCCCNC(=O)COC(=O)c1cc2c(C)nn(-c3ccccc3)c2s1	7.5	95.8	nt	84.4	87.2	nt	nt	nt	nt
Cc1ccc(S(=O)(=O)Oc2ccc(/C=C3\N=C(c4cccc(C)c4)OC3=O)cc2)cc1	-2.2	nt	10.9	nt	nt	0.2	2.2	-4.6	-10.6
CNC(=O)c1snnc1-c1ccccc1	-3.1	102.5	-7.3	91.2	100.3	1.6	-8.0	12.9	5.5
O=C(Cn1c(=O)oc2ccccc21)N(Cc1ccccc1)C1CCS(=O)(=O)C1 (configuration not stated)	1.7	99.7	-7.5	105.5	100.0	19.1	-1.4	-0.2	7.1
Cc1ccc(OCC2Cn3c(nc4c3c(=O)n(C)c(=O)n4C)O2)cc1 (configuration not stated)	5.9	91.6	2.8	92.8	94.0	5.4	-5.6	-9.6	-2.6
Cc1occc1-c1nnc(SCC(=O)c2c(N)n(Cc3ccccc3)c(=O)n(C)c2=O)n1C	-1.4	96.5	-15.3	97.3	95.9	-3.1	-2.1	9.9	17.0
CCNc1nc2c(c(=O)n(Cc3ccccc3)c(=O)n2C)n1Cc1ccccc1	30.4*	nt	-7.2	nt	nt	2.0	-6.1	-6.8	5.4
COc1ccccc1N(CC(=O)Nc1ccc(S(=O)(=O)N2CCCCC2)cc1)S(C)(=O)=O	nt	103.1	5.5	62.1	84.1	-6.5	-7.4	6.7	-5.0
COc1ccccc1Oc1ccc2c(c1)C(=O)N(c1ccc(C)cc1)C2=O	5.8	nt	10.4	nt	nt	2.9	-1.4	-5.6	-9.6
SMILES	PostGolgi ctrl	Fibroblast inh	sEH act	H69AR inhibit	HUVEC inhibit	PTPN22 act	S1P2 agonist	S1P2 blocker	sEH inhibitor
CC(C)c1ccc(NC(=O)C2C3C=CC4(CN(CCCN5CCOCC5)C(=O)C24)O3)cc1 (configuration not stated)	7.5	100.0	-8.9	81.1	98.5	-1.1	-0.2	-12.2	10.2
COC(=O)Cc1nc2ccccc2[nH]1	0.7	103.2	nt	97.6	101.1	2.9	-2.5	12.8	nt
Cc1ccc(C)c(N2CCN(C(=O)CCCOc3cc(=O)n(C)c4ccccc34)CC2)c1	17.2	95.3	3.7	2.8*	64.8	-5.6	-6.8	1.7	-6.5
O=c1c2c(nc(NCCO)n1CC1CCCCC1)-c1ccccc1CC21CCCC1	23.1	79.0	6.3	71.2	91.5	3.6	-2.6	-2.8	-7.3
CCOC(=O)c1sc(NC(=O)CN(CC(C)C)CC(C)C)c(C(=O)OCC)c1C	-4.2	nt	2.3	nt	nt	1.0	-2.7	-7.0	0.5
O=C(NCc1ccccn1)C1CCCN(Cc2cnn(-c3ccccc3)c2-n2cccc2)C1 (configuration not stated)	0.6	95.0	-0.7	43.9	100.3	-4.8	2.0	-9.0	2.2
NC(=O)C1CCN(c2nc(-c3ccccc3)nc3ccccc23)CC1	1.2	90.2	2.8	77.3	76.8	-2.9	2.5	-22.4	-3.8
O=C(O)C1CCCCC1C(=O)NCCc1ccc(Cl)cc1 (configuration not stated)	2.9	102.6	-8.9	93.2	99.1	9.5	-5.1	-20.1	12.3

In the list so far, these contain a thiophene ring, fused or not:
SMILES	PostGolgi ctrl	Fibroblast inh	sEH act	H69AR inhibit	HUVEC inhibit	PTPN22 act	S1P2 agonist	S1P2 blocker	sEH inhibitor
CCOC(=O)C1CCN(C(=O)Cc2cccs2)CC1	36.0*	109.8	-1.9	100.9	95.8	-11.7	-2.8	-7.7	2.2
O=c1[nH]cnc2scc(-c3ccsc3)c12	10.9	96.7	nt	92.0	97.1	nt	nt	nt	nt
CC(C)CCOCc1nc2sc3c(c2c(=O)[nH]1)CCC(C)C3 (configuration not stated)	13.2	nt	-20.1	nt	nt	-11.9	0.8	-7.1	18.7
Nc1ccc(NC(=O)c2cccs2)c(Cl)c1	6.9	104.7	9.2	99.3	83.5	2.9	-6.9	10.3	-8.2
O=C(CCCc1cccs1)N1CCN(S(=O)(=O)c2ccccc2Br)CC1	13.6	98.7	-0.2	66.5	97.2	3.3	-6.7	-10.0	0.3
CCOC(=O)c1c(-c2ccccc2)csc1NC(=O)CSc1nnnn1C	37.9*	89.7	-1.9	68.4	80.0	-3.9	-0.7	0.2	1.4
O=C(c1cc(-c2cccs2)on1)N1CCN(C(c2ccccc2)c2ccccc2)CC1	4.3	92.6	-0.6	98.7	110.2	-8.5	-9.3	-3.3	-1.7
CCCCNC(=O)COC(=O)c1cc2c(C)nn(-c3ccccc3)c2s1	7.5	95.8	nt	84.4	87.2	nt	nt	nt	nt
CCOC(=O)c1sc(NC(=O)CN(CC(C)C)CC(C)C)c(C(=O)OCC)c1C	-4.2	nt	2.3	nt	nt	1.0	-2.7	-7.0	0.5

Only part of the results is shown. The share of hits here may be higher or lower than overall.
